ER stress rescue: rescue of cells from ER stress-induced death, primary screen, 384-well, CSM14.1, thapsigargin, ATP luminescence (AID 1222) | CSM14.1 thapsigargin-induced death rescue, ATP luminescence; higher % means a stronger effect | 190,000 tested, under 10 active | one-dose cellular ATP content (survival), % at 20 µM; EC50 in µM for titrated hits;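 active = EC50 below 50 µM in the dose-response confirmation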;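 note: death triggered by thapsigargin at about 15 µM added after 2 h compound pretreatment; cell ATP read after overnight thapsigargin exposure of roughly 18 to 22 hours; normalized against plate controls of thapsigargin alone and 5% DMSO vehicle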
bCat nuc transl: modulators of beta-catenin nuclear translocation, primary screen, imaging, HeLa cells, immunofluorescence, high-content; nuclear translocation activity, % at 5 µM; hit rate 0.3% among 190,000;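 active = nuclear translocation activity above 50% at 5 µM, with a well cell count of 50 or more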;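 note: per-cell ratio of nuclear to cytoplasmic median beta-catenin stain intensity; plate controls were DMSO negative control for no effect and GSK-3 inhibitor IX positive control for full effect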
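Read-out: Nuclear/cytoplasmic beta-catenin signal ratio, % activation | Assay system: Human HeLa cell line | Times: 24 h compound exposure at 37°C, 5% CO2 | Signal: Fluorescence imaging of beta-catenin antibody stain plus DAPI | Dosing: 5 µM primary, 0.02–20 µM confirmation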
MT stabilize HCS: microtubule stabilizers in HeLa cells, primary screen, imaging, high-content imaging; HeLa tubulin immunostaining HCS, 24 h; share of cells brighter than vehicle mean+2SD; % tubulin-high responders, % at 10 µM; hit rate 0.83% among 200,000;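 active = plate Z-score above 3 for both tubulin-high and condensed-nucleus cell shares, with cell loss under 80%, at 10 µM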;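 note: anti alpha tubulin signal scored within the nucleus-defined area of each cell; some results filed as inactive read as strong as hits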
Lipid droplet: inhibitors of hepatocyte lipid droplet formation, primary screen, imaging, high-throughput imaging, BODIPY stain; AML12 mouse hepatocytes, oleate lipid droplets; inhibition, % at 6.5 µM; hit rate 0.4% among 240,000;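 active = lipid droplet intensity inhibited by at least 50%, with more than 500 cells counted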
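Assay system: AML12 mouse liver cells | Compound dosing: One dose, 6.5 µM compound | Read-out basis: Droplet intensity reduction, % inhibition | Measured by: Fluorescence imaging, 20x objective, two fields per well | Schedule: Overnight treatment with compound plus oleate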
Dynein cargo inh: inhibitors of GR-EGFP nuclear translocation, primary screen, dynein cargo transport inhibitor project, imaging, high-content, 3617.4 mouse cells; AID 1381, 2008; test concentration mostly 20 µM; stimulated with dexamethasone, 1 µM; active compounds read low; hit rate 0.47% among 220,000; z-score, hits read low;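 active = plate z-score of nuclear minus cytoplasmic receptor signal below a set negative limit, without overly bright fluorescence or cell loss, cut at about -3.5 in these data, passing the limit was not always enough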;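 note: z-score of nuclear minus cytoplasmic ring GR-EGFP intensity difference per well; some compounds called inactive have numbers as strong as hits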
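Also added: dexamethasone, 1.0 µM final. Medium: tet-free, stripped-serum medium. Detection: fixed, Hoechst-stained cells imaged at 10x for EGFP. Read-out: nuclear-to-cytoplasmic GR-EGFP distribution per well. Times: induction 48 h, compound 1 h, agonist 30 min.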
Ins promoter up: insulin promoter activators in MIN6 cells, imaging, high-content screening, mouse beta cells. MIN6 insulin promoter-GFP reporter; active compounds read high. z-score at 5 µM. hit rate 0.3% among 190,000;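 active = z-score above 3 at 5 µM with at least 500 cells counted in the well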
Autophagy HCS: autophagy modulators in MEF cells, primary screen, imaging, high-content, MEF GFP-LC3; MEF GFP-LC3 puncta imaging; test concentration mostly 10 µM; calls only at 10 µM (by protocol); hit rate 0.98% among 190,000; AID 463193, 2010;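 active = percentage of spot-positive cells more than 3 SD above its plate mean, without a fluorescence outlier flag or 80% toxicity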;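 note: spot-positive cell cutoff set from DMSO-treated cells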
T cell modulator: modulators of CD8 T cell-vesicle binding, primary screen, mouse 2C CD8+ T cells, flow cytometry | calls only at 7 µM | hit rate 0.068% among 330,000 | 2C CD8+ T cell-vesicle binding; active compounds read low;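 active = response, share of CD8 T cells binding vesicles, and their 90th percentile fluorescence all below set limits, cut at about 80% in these data, passing the limit was not always enough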
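Assay system: 2C TCR transgenic mouse naive CD8+ T cells, MACS-purified | Read-out: CD8+ gate FL2 mean fluorescence as % of same-row positive control | Signal: High-throughput flow cytometry with anti-B7-1 and anti-CD8 staining | Timing: Binding step 1.5 h, 37 °C, antibody labelling 20 min, ice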
Salmonella PhoP GFP: inhibitors of PhoP regulon expression, primary screen, Salmonella Typhimurium, GFP reporter (AID 1863); S. Typhimurium PhoP-regulated promoter GFP reporter, 4 h; higher % means a stronger effect; inhibition, % at 50 µM, or IC50 in µM where a hit was titrated; hit rate 0.16% among 300,000;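 active = inhibition over 29.93%, a cutoff 3 SD above the screen mean, later confirmed by dose response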;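 note: 0% = low Mg2+ inducing control and 100% = high Mg2+ repressing control; strong numbers were not always called active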
Dynein cargo inh cytoplasmic EGFP: second read-out of Dynein cargo inh, no call of its own (marks repeat the call); z-score; measured here: cytoplasmic GR-EGFP intensity; active compounds read high
Dynein cargo inh nuclear GR-EGFP: recorded beside Dynein cargo inh, whose call it bears; z-score; measured here: nuclear GR-EGFP intensity;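 lower value marks the stronger effect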
Dynein cargo inh cell count: also measured in Dynein cargo inh; calls as there; z-score; measured here: cell count per field
Ins promoter up cell count: second read-out of Ins promoter up, no call of its own (marks repeat the call); cell count; measured here: cytotoxicity, nuclei count;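 total cells summed across four imaged fields per well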
Lipid droplet cells 6.5 µM: also measured in Lipid droplet; calls as there; cell count; measured here: cell count, cytotoxicity flag;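 cells counted across two imaged fields per well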
bCat nuc transl cell count 5 µM: recorded beside bCat nuc transl, whose call it bears; cell count; measured here: cell count, cytotoxicity flag
T cell modulator vesicle-bound %: also measured in T cell modulator; calls as there; double positive events, %; measured here: CD8+ vesicle-bound cell fraction;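 binding gate set so that unloaded-vesicle control wells show 10% double positive cells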
MT stabilize HCS Hoechst-high %: second read-out of MT stabilize HCS, no call of its own (marks repeat the call); % Hoechst-high responders; measured here: nuclear condensation Hoechst responders;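 share of cells brighter than vehicle mean plus two SD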
MT stabilize HCS cytotoxicity %: second read-out of MT stabilize HCS, no call of its own (marks repeat the call); toxicity, %; measured here: cytotoxicity by cell density;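 0% = mean cell density of plate MIN control wells and 100% = no cells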
Autophagy HCS cell loss 18 h: also measured in Autophagy HCS; calls as there; toxicity, %; measured here: cell loss, nuclei count;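 cell loss after 18 h compound exposure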
* = called active by the depositor; i = inactive; · = no result given.

Values run as follows: ER stress rescue	bCat nuc transl	bCat nuc transl cell count 5 µM	MT stabilize HCS	MT stabilize HCS Hoechst-high %	MT stabilize HCS cytotoxicity %	Lipid droplet	Lipid droplet cells 6.5 µM	Dynein cargo inh	Dynein cargo inh cytoplasmic EGFP	Dynein cargo inh nuclear GR-EGFP	Dynein cargo inh cell count	Ins promoter up	Ins promoter up cell count	Autophagy HCS	Autophagy HCS cell loss 18 h	T cell modulator	T cell modulator vesicle-bound %	Salmonella PhoP GFP
CN(C)CCCN1C(=O)C(=O)/C(=C(/O)c2ccncc2)C1c1ccccc1 (stereo unspecified)
→ 2.4%	-2.1	1176	·	·	·	·	·	·	·	·	·	2.6	1238	·	·	i	15	·
OCC(CO)(CO)N=Cc1cc(Br)ccc1O
→ 2.2%	1.4	1092	5.0	2.4	7.8	·	·	-0.39	-0.11	0.11	0.07	-0.32	1061	i	-18	i	45	0%
O=C(O)C1=NOC(CNc2ncc(C(F)(F)F)cc2Cl)C1 (stereo unspecified)
→ -0.1%	1.0	1479	1.2	1.7	3.6	10	657	0.083	-0.14	0.32	0.47	0.15	1452	i	-19	i	53	-1%
Cc1cccc(C)c1NC(=O)CCCSc1nnc(N)s1
→ -0.3%	0.6	1052	6.5	2.3	7.6	16	707	0.51	-0.22	0.77	0.25	-0.4	1436	i	-1	i	26	2%
COc1ccc(Cc2nc(-c3ccc(NC(=O)c4cccnc4)cc3)no2)cc1
→ ·	-0.1	1113	3.7	1.7	0.6	20	571	-0.22	-0.23	-0.18	0.57	-4.1	576	i	-6	i	38	-2%
COC(=O)C1C(c2ccc(Cl)cc2)NC(c2ccc(Cl)cc2)C(C(=O)OC)S1(=O)=O (stereo unspecified)
→ -0.5%	·	·	0.8	1.1	9.4	7	791	0.0026	-0.062	0.22	0.38	-0.1	919	i	-2	i	10	2%
O=C(O)c1cccc(N(CCO)CCO)c1
→ ·	1.4	1292	·	·	·	-4	724	-0.62	-0.67	-0.52	0.23	-0.09	1034	·	·	i	43	4%
COc1ccc(C2Nc3ccccc3C(=O)N2NC(=O)c2ccccc2)cc1OC (stereo unspecified)
→ 0.5%	-5.2	704	1.7	1.6	10	-7	700	-0.21	-0.28	-0.067	0.51	·	·	i	-3	i	31	-6%
CCOCCCN1C(=O)CN(C2CCCCC2)C(=O)C1c1ccc(OC)c(OC)c1 (stereo unspecified)
→ -0.4%	-1.4	1383	2.3	1.8	7.3	·	·	1.9	-0.15	1.3	-1.6	0.26	1530	i	-8	i	51	-3%
COc1ccc(COCC(O)CN2CCC(C(N)=O)CC2)cc1 (stereo unspecified)
→ ·	-0.2	1235	·	·	·	15	638	-0.63	-0.22	0.31	0.43	-0.71	1226	·	·	i	19	-10%
Cc1ccc2ccc(C)[n+](CCCS(=O)(=O)[O-])c2c1
→ -0.4%	·	·	3.3	2.4	5.5	-4	708	0.57	-0.3	0.49	-0.3	0.12	1175	i	-2	i	47	-7%
CCC(CO)NCc1ccccc1OC(C)C (stereo unspecified)
→ 0.9%	-0.2	1059	1.0	1.2	1.4	6	739	1.1	-0.19	0.32	0.18	·	·	i	7	i	26	5%
O=C(CCC(=O)N/N=C/c1ccco1)N/N=C/c1ccco1
→ ·	-5.0	1195	·	·	·	6	642	-0.85	-0.26	-0.47	0.79	-0.25	1506	·	·	i	21	-6%
Cc1nc(NCCc2ccccc2)c(C#N)c(C)c1[N+](=O)[O-]
→ -0.9%	-1.7	1061	7.9	1.3	7.3	21	657	0.55	-0.053	0.53	-0.94	0.32	1618	i	-6	i	40	13%
COc1ccc(/C=N/NS(=O)(=O)c2ccccc2)cc1OS(=O)(=O)c1ccccc1
→ 1.3%	-0.9	1174	2.8	0.9	5.1	-2	684	0.67	0.066	0.86	0.47	0.06	1213	i	-4	i	32	-7%
O=C(OCC(O)CN1CCCCC1)C12CC3CC(CC(C3)C1)C2 (stereo unspecified)
→ -0.5%	0.6	753	4.5	3.0	14	·	·	-0.32	0.5	-0.013	0.32	-0.68	1017	i	6	i	37	-4%
CCOC(=O)C[n+]1c(C)csc1C
→ -0.7%	·	·	1.5	3.3	13	-9	685	-0.32	-0.31	-0.41	0.33	0.26	1341	i	5	i	2	-13%
Cc1ccccc1Cn1c([N+](=O)[O-])cnc1C
→ -1.8%	1.9	1085	4.0	1.8	4.5	-4	646	-0.52	-0.22	-0.46	-0.098	-0.44	1750	i	-13	i	39	8%
O=C(CCNC(=O)Cn1ccc2ccccc2c1=O)NCCCN1CCN(c2ccc(F)cc2)CC1
→ -0.1%	-0.1	1231	3.4	1.8	9.6	·	·	1.7	-0.31	0.82	-1.1	-0.43	1444	i	11	i	47	12%
Cc1ccc(C)c(NC(=S)N(CCN(C)C)C(C)c2ccccn2)c1 (stereo unspecified)
→ 6.7%	-0.5	1076	6.0	1.3	1.4	12	624	1.9	-0.073	0.99	-0.96	·	·	i	15	i	58	15%
CCc1nnc(NC(=O)CSc2nc3c(c(=O)n2-c2ccccc2OC)SCC3)s1
→ -1.3%	·	·	4.2	4.7	4.3	5	751	0.25	-0.16	0.72	-0.19	0.92	1225	i	-64	i	26	0%
CCN(CC)C(=O)CSc1nc(N)c(C(=O)Nc2ccc(OC)cc2)s1
→ -2.5%	2.6	556	2.5	2.9	9.7	8	676	0.027	-0.059	-0.33	-0.09	-0.13	1173	i	4	i	32	-10%
CCN(CC(=O)Nc1ccc2c(c1)OCCO2)Cc1cc(=O)oc2c(C)c(C)ccc12
→ 0.4%	-1.2	1158	3.1	2.4	4.9	·	·	-0.15	-0.19	0.039	0.62	-1.1	1135	i	11	·	·	0%
CSc1ccc(C(=O)C2CCCN(Cc3cccc4nccnc34)C2)cc1 (stereo unspecified)
→ ·	0.0	1339	·	·	·	6	657	1.2	-0.082	0.67	-0.36	-0.55	1016	·	·	i	8	-13%
Cc1ccc(CN(Cc2cc3cc4c(cc3[nH]c2=O)OCCO4)Cc2nnnn2Cc2ccco2)cc1
→ -0.8%	-0.1	913	0.6	0.9	7.8	-6	837	-0.94	-0.028	-0.52	0.31	0.27	932	i	-7	i	49	-14%
CC(=O)Nc1ccc(S(=O)(=O)N2CCN(c3cnn(C)c(=O)c3Cl)CC2)cc1
→ -1.5%	0.9	976	3.0	1.1	11	-4	760	-0.41	-0.29	0.18	0.71	·	·	i	5	i	24	-4%
COc1ccc(NC(=S)N2CCN(C(=O)c3ccccc3)CC2)cc1
→ -1.8%	-1.9	950	1.2	2.3	11	-7	669	1.2	0.34	1.1	-1.4	-0.31	1605	i	15	i	11	-1%
CN(C)CCNC(=O)C12CC3(C)CC(C)(CC(C)(C3)C1)C2
→ -1.2%	·	·	0.8	0.7	4.3	·	·	-0.43	-0.2	-0.063	1	-0.28	984	i	-11	i	59	2%
Cc1oncc1-c1csc(-c2ccccc2)n1
→ ·	1.6	945	12	2.1	2.5	11	709	0.26	-0.37	0.013	0.59	0	1327	i	3	i	46	1%
O=C(CSc1nnc2c(n1)[nH]c1ccc(S(=O)(=O)N3CCOCC3)cc12)Nc1ccccc1Cl
→ 0.1%	-4.8	1114	6.5	3.2	0.9	3	696	-0.22	-0.16	-0.33	0.86	-0.25	1644	i	-3	i	6	3%

Assay outcomes from PubChem BioAssay.
